# Compound activity as filed in PubChem BioAssay.
# CRFR2-BP antag: CRF-BP/CRF-R2 complex antagonism; HEK293 CRF-R2/CRF-BP, CRF-induced calcium fluorescence; inhibition, % at 11.8 µM; 350,000 tested, 0.59% active; AID 588475;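 active means inhibition of the ligand-induced calcium signal above about 50% at the single tested concentration, limit read from the data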
# TAAR1 agonist: agonists of human TAAR1 | Q96RJ0 | CHO RD-HGA16 TAAR1, Fluo-8 calcium fluorescence; vehicle wells 0%, saturating PEA agonist 100% | AID 624467 | 360,000 tested, 0.99% active | activation, % at 3 µM;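 active means activation above the mean activation of all test compounds in the run plus 3 SD, cut at about 38% in these data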
# Target sequence (Q96RJ0 whole entry, looked up): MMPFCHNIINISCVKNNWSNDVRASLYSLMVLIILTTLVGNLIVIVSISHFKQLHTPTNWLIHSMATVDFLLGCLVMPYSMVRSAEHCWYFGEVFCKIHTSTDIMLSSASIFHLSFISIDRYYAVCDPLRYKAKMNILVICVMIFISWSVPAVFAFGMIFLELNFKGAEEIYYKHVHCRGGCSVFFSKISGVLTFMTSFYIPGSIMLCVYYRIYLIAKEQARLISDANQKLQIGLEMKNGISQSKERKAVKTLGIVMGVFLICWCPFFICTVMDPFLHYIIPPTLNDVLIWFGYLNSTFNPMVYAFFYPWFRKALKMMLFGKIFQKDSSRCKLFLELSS
#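 Test system: RD-HGA16 (CHO) cells co-expressing Gα16 and hTAAR1 / Benchmarks: DMSO vehicle as 0%, PEA at EC100 as 100% / Repeats: no replicates (n 1) / Measure: % activation from peak over basal fluorescence ratio, DMSO-to-PEA scaled / Timing: 17-24 h plating, Fluo-8 75 min 37 °C, 30 min RT / Technique: kinetic Fluo-8 calcium fluorescence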
# CHRM5 antagonist: blocks acetylcholine activation of human M5 receptor | CHO-hM5 cells, Fluo-8 calcium fluorescence, ACh EC80 | inhibition, % at 3 µM | 360,000 tested, 0.59% active;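 active means inhibition above a per-plate cutoff, the mean of that plate's test compounds plus 3 SD, cut at about 27% in these data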;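 further: 0% = acetylcholine EC80 with DMSO and 100% = DMSO without agonist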
# CHRM5 agonist: CHRM5 agonism in calcium assay; activation, % at 3 µM; 360,000 tested, 0.19% active; AID 624037; CHO-K1 hM5 cells, Fluo-8 calcium fluorescence; 0% DMSO wells, 100% maximal acetylcholine response;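 active means activation above the run's mean over test compounds plus 3 SD, cut at about 23% in these data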;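 further: signal is peak over basal fluorescence ratio across the kinetic read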
# M1 PAM parental: M1 PAM counterscreen hit in parental CHO-K1 cells; ATP EC20, Fluo-8 calcium fluorescence; 0% at ATP EC20, 100% at ATP max; AID 602247; 360,000 tested, 0.02% active; activation, % at 3 µM;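 active means activation above the run cutoff, the mean activation of all test compounds plus 3 SD, cut at about 40% in these data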;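 further: peak over basal fluorescence ratio in a 140 s read after ATP addition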
# CRFBP-R2 agonist: agonists of human CRF-binding protein/CRF-R2 receptor complex. activation, % at 13.2 µM. 350,000 tested, 0.46% active. HEK293 CRF-R2/CRF-BP, calcium dye fluorescence (FLIPR); percent of saturating CRF peptide response;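 active means activation of at least 50%, plus an integration ratio under a set limit after plate pattern correction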;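 further: plate controls were neutral control wells without compound for no effect and CRF at EC100 for full effect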
# CHRM5 PAM: positive allosteric modulators of human muscarinic M5 receptor. CHO-K1 hM5, Fluo-8 calcium, ACh EC20 PAM; 0% = ACh EC20, 100% = ACh EC100. activation, % at 3 µM. 360,000 tested, 0.3% active. AID 624038;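 active means activation above the run cutoff, the mean activation of all test compounds plus 3 SD, cut at about 18% in these data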
#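 system = human M5 receptor in CHO-K1 cells | reagent = EC20 acetylcholine as agonist stimulus | compound dosing = single-point, 3 µM nominal | incubation = Fluo-8 loading 80 min at 37 °C plus 30 min room temperature | detection = Fluo-8 calcium dye fluorescence, kinetic read | benchmarks = low control EC20 acetylcholine (0%), high control EC100 acetylcholine (100%)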
# CHRM4 PAM: potentiates acetylcholine response at human M4 receptor; P08173; CHO-K1 hM4/Gqi5, Fluo-8 calcium fluorescence, ACh EC20; 0% = ACh EC20, 100% = maximal ACh; activation, % at 3 µM; 360,000 tested, 0.4% active;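 active means activation above its plate's cutoff, the mean activation of sample wells plus 3 SD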; further: some results filed as inactive read as strong as hits
# Target sequence (P08173 whole entry, looked up): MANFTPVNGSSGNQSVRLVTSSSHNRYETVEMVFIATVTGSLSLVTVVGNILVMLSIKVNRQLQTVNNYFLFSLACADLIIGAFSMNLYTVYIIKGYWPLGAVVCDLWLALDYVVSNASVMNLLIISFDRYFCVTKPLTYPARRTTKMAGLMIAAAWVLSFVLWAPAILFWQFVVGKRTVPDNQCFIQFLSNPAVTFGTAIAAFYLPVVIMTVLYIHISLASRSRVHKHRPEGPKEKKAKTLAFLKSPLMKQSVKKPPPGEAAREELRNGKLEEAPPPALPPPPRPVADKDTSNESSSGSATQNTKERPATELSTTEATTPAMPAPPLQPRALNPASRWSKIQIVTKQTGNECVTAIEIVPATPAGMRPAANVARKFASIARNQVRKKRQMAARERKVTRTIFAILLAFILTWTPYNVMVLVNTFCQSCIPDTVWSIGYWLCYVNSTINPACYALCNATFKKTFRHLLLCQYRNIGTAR
# TAAR1 antagonist: antagonists of human TAAR1 | Q96RJ0 | CHO RD-HGA16 TAAR1, Fluo-8 calcium fluorescence, antagonist | inhibition, % at 3 µM | 360,000 tested, 1.5% active | AID 624466;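 active means inhibition above a per-plate cutoff, the mean inhibition of test compounds on that plate plus 3 SD, cut at about 49% in these data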;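 further: 0% = DMSO plus EC80 beta-PEA response and 100% = DMSO alone without agonist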
#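 Test system – hTAAR1-expressing CHO RD-HGA16 cells, Gα16-coupled · Reagent – β-PEA at EC80 concentration, post-compound challenge · Compound dosing – 3 µM, single point · Timing – 140 s kinetic read after compound, 140 s after agonist · Detection – Fluo-8 intracellular calcium dye fluorescence, real-time kinetic reads · Control set – DMSO and EC80 PEA controls · Repeats – n of 1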
# Active calls of the source: *; nt = not tested or not shown.
cpd	molecule	CRFR2-BP antag	M1 PAM parental	CHRM5 agonist	TAAR1 antagonist	CHRM4 PAM	CRFBP-R2 agonist	CHRM5 PAM	CHRM5 antagonist	TAAR1 agonist
1	Cc1cccc(NC(=O)CCN2CCN(C/C=C/c3ccccc3)CC2)c1	-32	15	-11	3	-3	0.1	-8	0	8
2	CN(C(=S)Nc1cccnc1)c1ccc(O)cc1	4	9	-2	-5	4	-0.5	-8	12	4
3	Cn1c(NCc2ccco2)nc2c1c(=O)n(Cc1ccc(Cl)cc1Cl)c(=O)n2C	0	12	2	-15	4	-2.7	0	-4	2
4	CCCCOc1ncnc2c1[nH]c1ccc(OCC)cc12	23	6	-1	14	6	0.7	-2	2	-2
5	O=C(OCc1cc2ccccc2[nH]c1=O)c1ccco1	4	18	2	-13	7	0.0	1	4	12
6	CCCCn1c(N)c(N(CC)C(=O)C2CCN(C(=O)c3ccccc3C)CC2)c(=O)[nH]c1=O	6	1	1	2	6	-0.3	-1	3	-1
7	Cc1cccc(OCc2n[nH]c(=S)n2C2CCCCC2)c1	-28	4	-4	-23	-3	-0.3	2	-2	18
8	Cc1cc2ccccc2n1CCNC(=O)COc1ccccc1	-1	15	-1	-16	3	1.3	-2	3	2
9	O=C(Nc1c(Cl)cccc1Cl)c1cc(-c2ccco2)on1	-8	21	-9	-15	-1	1.6	-4	8	14
10	Cc1nc(N2CCN(S(=O)(=O)c3ccc(F)cc3)CC2)c2c(C)c(C)sc2n1	1	18	1	-10	14	0.6	-2	5	8
11	Cc1ccnc(N(C(=O)Nc2ccccc2)C2=NCC(C)(C)S2)c1	11	2	-7	-23	-12	-1.4	-3	-2	6
12	CCN(CCn1cccn1)C(=O)c1cc(COc2cc(C)ccc2C)on1	2	10	-4	-18	-2	-1.2	6	1	2
13	O=C(N/N=C/c1ccc(Cl)cc1)c1n[nH]c2c1CCCC2	6	13	0	-7	8	0.2	9	-1	4
14	CC(C)CNC(=O)C(=O)NCCCN1CCOCC1	-10	14	3	-31	12	1.6	-3	10	3
15	CCOc1ccc2ccccc2c1/C=N/NC(=O)c1cc(C)[nH]n1	4	18	-4	-6	8	-0.6	5	-2	-3
16	O=C(NCC1CCCO1)c1ccc(Cl)c(S(=O)(=O)Nc2ccccc2)c1 (centres undefined)	4	5	-1	-9	7	3.8	4	0	1
17	CCC(C)NC(=O)c1cnn2c1NC(c1cccs1)CC2C(F)(F)F (centres undefined)	-10	3	-1	-10	3	-1.2	4	3	5
18	Cc1cc2occ(CC(=O)N(C)CC(=O)Nc3ccc(F)cc3)c2cc1C	3	2	-1	-1	5	-2.1	-5	1	1
19	OC[C@@H]1CN(CCN2CCOCC2)C[C@H](n2cnc3c(Nc4ccccc4)ncnc32)O1	nt	-7	-1	-9	3	nt	6	-11	0
20	CCOC(=O)c1c(NC(=S)NC(=O)c2ccc(Cn3cc(Cl)cn3)o2)sc2c1CCC(C)C2 (centres undefined)	5	9	0	20	5	0.5	3	-3	0
21	NC(=S)NN=C1c2ccccc2-c2c(F)c(F)c(F)c(F)c21	34	14	1	-6	10	-2.0	-2	2	2
22	O=C(c1ccco1)N1CCCC(c2nc3c(nnn3Cc3cccc(Cl)c3)c(=O)[nH]2)C1 (centres undefined)	1	0	-2	-2	1	-1.7	0	-2	0
23	CC(C)c1ccc(C(=O)NN2CCOCC2)cc1	-1	7	-6	-4	4	-0.7	0	4	-1
24	CCOC(=O)N/N=C/c1c(C)c(C(=O)c2ccc(F)cc2)n2ccccc12	18	26	2	68*	-5	-0.4	3	11	2
25	Cn1ccc(=Nc2ccc(NC(=O)c3ccc(N=c4ccn(C)c5ccc([N+](=O)[O-])cc45)cc3)cc2)cc1	1	-10	-3	9	-1	-0.5	3	-2	1
26	COc1ccc(C(=O)Nc2sc3c(c2C(=O)O)CC(C)(C)OC3)cc1	15	2	0	-30	7	2.2	-3	10	1
27	CCN(c1ccc2c(c1)OCO2)S(=O)(=O)c1cc(Br)cc2c1N(C(=O)C1CC1)CC2	6	-5	3	16	-7	2.2	-4	2	8
28	COc1ccccc1CN1C(=O)C(C)ON=C1c1ccccc1F (centres undefined)	nt	14	-3	-21	5	nt	-1	-2	-2
29	COCc1cc(C)nc2sc(C(=O)Nc3ccccc3C)c(N)c12	-8	18	2	7	0	-1.8	4	4	-2
30	CC1(C)NC(=O)N(CC(O)COc2ccccc2[N+](=O)[O-])C1=O (centres undefined)	-11	-11	2	-2	-4	-1.1	-2	6	7

# Compound profiles, as listed above. Order of screens: CRFR2-BP antag | M1 PAM parental | CHRM5 agonist | TAAR1 antagonist | CHRM4 PAM | CRFBP-R2 agonist | CHRM5 PAM | CHRM5 antagonist | TAAR1 agonist
# `Cn1c(NCc2ccco2)nc2c1c(=O)n(Cc1ccc(Cl)cc1Cl)c(=O)n2C` in the list: 0 | 12 | 2 | -15 | 4 | -2.7 | 0 | -4 | 2
# `CC(C)CNC(=O)C(=O)NCCCN1CCOCC1` in the list: -10 | 14 | 3 | -31 | 12 | 1.6 | -3 | 10 | 3

# Next structures
cpd	molecule	CRFR2-BP antag	M1 PAM parental	CHRM5 agonist	TAAR1 antagonist	CHRM4 PAM	CRFBP-R2 agonist	CHRM5 PAM	CHRM5 antagonist	TAAR1 agonist
31	CN(C(=O)COC(=O)c1ccccc1OCc1ccc(Cl)cc1)c1c(N)n(Cc2ccccc2)c(=O)[nH]c1=O	-3	12	0	-5	0	1.2	6	-6	1
32	C[C@]12c3[nH]c4ccccc4c3CCN1C(=O)C(CC(=O)NCCN1CCOCC1)C[C@@H]2C(=O)N1CCOCC1 (some centres undefined)	-8	25	1	-27	-1	1.4	-4	0	10
33	COc1nc(-c2ccccc2)ncc1S(=O)(=O)c1ccccc1	-3	-2	0	-6	1	0.5	0	2	3
34	Cc1nc(C(N)=O)c(N)n1CCc1ccccc1	-3	-8	-3	72*	-2	1.6	5	2	98*
35	CSc1ncc(CN2CCN(CC=C(C)C)C(CCO)C2)cn1 (centres undefined)	0	12	-2	-14	-5	-0.8	-4	7	2
36	CCCCCC(=O)Nc1ccc(N2CCN(C(=O)CCC)CC2)cc1	23	10	-1	8	23	-3.5	-3	-7	7
37	O=C(NCC1CC1)c1ccc(-n2ccnc2)c2ccoc12	nt	14	-1	-22	0	nt	-2	9	0
38	CN=C(NC#N)SCC(=O)c1ccc(Cl)cc1Cl	-20	22	3	-2	9	-3.8	1	3	11
39	COc1cccc(NC(=O)COC(=O)COc2ccccc2[N+](=O)[O-])c1	26	-4	0	-7	14	2.4	-2	-3	1
40	CCOc1ccc(/C=N/NC(=O)c2[nH]c3ccc(C)cc3c2C)cc1	-18	-12	-3	3	3	-3.7	-3	0	0
41	CC(C)OC(=O)NCCOC(=O)Nc1ccc(Cl)cc1	11	-17	3	16	-2	-2.2	-4	-1	8
42	COc1ccc(-c2csc(NC(=O)CSc3nc4ccccc4c(=O)[nH]3)n2)cc1	2	-1	-3	2	1	1.5	0	8	-3
43	Cn1c(-c2ccc3ccccc3n2)nc2cnccc21	12	16	-10	1	0	-1.0	5	1	3
44	CCCN(CC(=O)Nc1ccccc1C)C(=O)CSc1ccccc1C	5	5	-2	15	9	-1.0	-13	11	5
45	COc1ccc(CN2C(=O)c3ccccc3C2=O)cc1C(=O)OCC(=O)NC1CCCCC1	0	17	2	8	4	-1.1	-7	-1	3
46	COc1ccc(NC(=O)Cn2nc(C(=O)O)c3ccccc3c2=O)cc1Cl	-17	-8	0	-19	2	-0.3	-1	9	17
47	O=C(NCc1ccccc1CN1CCCCC1)c1ccc(Cl)cc1N1CCCC1=O	13	-17	-1	-10	2	-0.7	-5	2	1
48	O=c1cc(Nc2ccc3c(c2)OCCO3)[nH]c(=O)n1Cc1ccc(F)cc1	4	5	2	10	5	1.0	-5	1	35
49	O=C(NCC1CCCO1)c1ccccc1-c1nc(-c2ccccc2F)no1 (centres undefined)	-3	19	0	-10	0	0.4	-4	3	5
50	COc1ccc(O)c(C=Nc2cc(NC(C)=O)c(Cl)cc2Cl)c1	-25	28	-1	-3	-1	7.2	5	-5	3
51	Cc1nonc1NC(=O)CSc1nc2ccc(Cl)cc2[nH]1	-2	-3	3	-10	-1	0.9	-8	14	13
52	Cc1ccc(C(=O)Nc2ccc3nccnc3c2)cc1	-2	17	1	13	12	-2.6	2	8	8
53	CCOc1cccc2c1OC1(CCCCC1)N1N=C(c3cccnc3)CC21 (centres undefined)	0	10	1	-1	-3	1.3	0	-2	3
54	COc1ccc(N2C(=O)C3[C@@H](C2=O)C2(Cl)C(Cl)=C(Cl)C3(Cl)C2(OC)OC)cc1 (some centres undefined)	-16	1	-2	-15	12	3.9	8	-8	0
55	Cc1nc2c3ccccc3nc(NNC(=O)CCC(=O)N3CCC(C)CC3)n2n1	1	11	-1	10	-1	-0.2	1	0	-1
56	Cc1cccc(NC(=O)CSCC(=O)NCc2cccc(C(F)(F)F)c2)c1	4	0	-2	-14	0	0.5	-2	0	-1
57	O=C(COC(=O)c1ccc(S(=O)(=O)N2CCCCCC2)cc1)NCc1ccc(F)cc1	-3	9	3	14	2	1.3	1	7	-1
58	CCOC(=O)C1(CCOC)CCN(CC(C)Cc2ccc3c(c2)OCO3)CC1 (centres undefined)	-6	13	-8	7	-1	0.0	-6	17	-1
59	NC(=O)[C@H]1CC2(CC(c3cccc(NC(=O)c4ccccc4)c3)=NO2)CN1C(=O)[C@H]1CCC(=O)N1 (some centres undefined)	5	9	-1	6	4	1.2	4	5	12
60	N#Cc1ccc(NC(=O)Cn2cnc(S(=O)(=O)N3CCCCC3)c2)cc1	1	-4	-5	-12	3	-1.3	-7	18	3
61	Cc1cc(NS(=O)(=O)c2ccc(NC(=O)/C=C/c3c(F)cccc3Cl)cc2)nc(C)n1	-11	-6	-9	-14	4	-0.9	14	9	3
62	Cc1cccc(NC(=O)NNC(=O)c2ccccn2)c1	0	-13	2	-3	2	-0.7	4	-12	0
63	CCOC(=O)C(CCCCCCP(=O)(c1ccccc1)c1ccccc1)NC(C)=O (centres undefined)	-19	-21	-1	-7	-3	-1.8	1	-2	6
64	CCN(CC)CC(=O)Nc1cc(N(C)C)nc2ccccc12	12	19	1	-26	0	-1.1	1	3	0
65	CN(C)Cc1cc2ccccc2c2c1COC2	-7	9	-19	1	-4	6.5	2	4	10
66	NC(=O)c1ccc(NC(=O)COC(=O)c2c[nH]c3ccccc23)cc1	-14	-7	6	11	5	1.1	0	-1	1

# An excerpt from above with just CHRM5 agonist and TAAR1 antagonist:
no. | Structure | CHRM5 agonist | TAAR1 antagonist
64 | CCN(CC)CC(=O)Nc1cc(N(C)C)nc2ccccc12 | 1 | -26
66 | NC(=O)c1ccc(NC(=O)COC(=O)c2c[nH]c3ccccc23)cc1 | 6 | 11
